KDM4C inh: inhibitors of GASC-1 (KDM4C) histone demethylase, primary screen, biochemical, single concentration HTS; GST-KDM4C 2-372, H3K9me3 peptide, LANCE TR-FRET; AID 720574, 2013; hit rate 0.15% among 96,000; inhibition, % at 12.5 µM;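 active = mean replicate inhibition above about 25%, with at least 55% of replicates also reaching it, limit read from the data, passing the limit was not always enough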
Target sequence (Q9H3R0 2-372 limits assumed): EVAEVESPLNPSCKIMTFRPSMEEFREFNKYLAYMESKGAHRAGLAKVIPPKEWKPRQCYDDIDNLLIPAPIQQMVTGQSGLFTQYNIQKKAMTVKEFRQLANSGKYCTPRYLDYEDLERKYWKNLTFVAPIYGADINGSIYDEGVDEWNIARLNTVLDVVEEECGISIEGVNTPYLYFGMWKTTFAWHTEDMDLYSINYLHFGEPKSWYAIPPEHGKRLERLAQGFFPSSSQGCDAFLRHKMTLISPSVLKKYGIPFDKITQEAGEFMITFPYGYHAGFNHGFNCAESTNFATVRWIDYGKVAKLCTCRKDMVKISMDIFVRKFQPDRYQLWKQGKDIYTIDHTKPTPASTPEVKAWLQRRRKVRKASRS
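System – N-terminal GST-fused human GASC-1 (KDM4C) fragment, residues 2-372 · Input – enzyme final amount 10 nM · Technique – LANCE TR-FRET, Eu antibody, ULight-streptavidin, EDTA, ex 340 nm, em 618/671 nm · Medium – HEPES buffer, pH 7.5, plus ascorbate · Incubation – enzyme reaction 30 min, then detection 60 min, both room temperature · Reagent – H3K9me3 peptide with Fe(II)/2OG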
Pf Dd2 growth: P. falciparum Dd2 growth inhibitors, primary screen, SYBR Green fluorescence, single dose replicates; hit rate 2.3% among 94,000; AID 1159554, 2015; activity change, % at 10 µM; 72 h; active compounds read low; in the data active = activity change below about -80%
T cruzi growth: T. cruzi intracellular proliferation inhibitors, primary screen, cell-based, beta-gal Tulahuen parasites, NIH3T3 host, luminescence; T. cruzi beta-gal in NIH3T3, GalScreen luminescence, 90 h; inhibition, % at 8.34 µM; hit rate 5.9% among 77,000;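 active = mean inhibition above about 93%, with at least 55% of replicates each passing it, limit read from the data, passing the limit was not always enough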
C diff growth: C. difficile growth inhibitors, primary screen, HTS; Clostridium difficile clinical isolate growth, OD600, 24 h; active compounds read low; AID 1259249, 2017; growth activity, negative = inhibition, % at 16 µg/mL (by protocol); hit rate 0.25% among 86,000;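 active = mean growth activity at or below -80% and every replicate also at or below -80%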;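 note: 0% = DMSO wells and -100% = levofloxacin 16 µg/mL wells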
Numbers without * were called inactive; . = no result given; & = joins results of further samples.

1: CC(=O)NC[C@H]1[C@H](c2ccc(-c3ccccc3F)cc2)[C@H](CO)N1C(C)=O
2: COc1ccc(NC(=O)N(C)C[C@@H]2Oc3ccc(NC(=O)Cc4ccccc4)cc3C(=O)N([C@H](C)CO)C[C@@H]2C)cc1
3: CC(=O)N1[C@H](C(=O)NCC2CC2)[C@@H](CO)[C@@H]2Cn3c(ccc(-c4cccc(F)c4)c3=O)[C@@H]21
4: COC(=O)C[C@H]1CC[C@@H]2[C@H](COc3ccc(NS(C)(=O)=O)cc3C(=O)N2C)O1
5: C[C@H](CO)N1C[C@H](C)[C@@H](CN(C)C(=O)C2CCCCC2)OCCCC[C@H](C)Oc2ccc(NC(=O)Nc3ccccc3)cc2C1=O

compound no.	1	2	3	4	5
KDM4C inh	-3.9	-1.6	0.1	0.6	-1.7
Pf Dd2 growth	8	4	3	7	9
T cruzi growth	-37	37	1	9	40
C diff growth	-2	-2	-6	3	-1

6: CC(=O)NC[C@@H]1[C@@H](c2ccc(C3=CCCCC3)cc2)[C@@H](CO)N1C(=O)NC(C)C
7: O=C(Nc1ccccc1F)N[C@H]1CC[C@@H](CCNC(=O)C2CCOCC2)O[C@@H]1CO
8: COc1ccc(NC(=O)N(C)C[C@H]2Oc3ccc(NC(=O)C4CCCCC4)cc3CC(=O)N([C@@H](C)CO)C[C@@H]2C)cc1
9: C[C@H]1CN([C@@H](C)CO)C(=O)c2cccc(NC(=O)C3CC3)c2O[C@@H]1CN(C)Cc1ccc(C(=O)O)cc1
10: CCC(=O)N(C)C[C@H]1Oc2cc(C3=CCCCC3)ccc2S(=O)(=O)N([C@H](C)CO)C[C@@H]1C

compound no.	6	7	8	9	10
KDM4C inh	1.2	-1.4	-1.2	-0.7	0.0
Pf Dd2 growth	3	5	28	12	-3
T cruzi growth	57	-24	5	-7	75
C diff growth	-10	-2	-2	1	.

11: CC(C)NC(=O)N(C)C[C@@H]1Oc2ccc(NC(=O)CCN3CCOCC3)cc2CC(=O)N([C@H](C)CO)C[C@@H]1C
12: C[C@@H]1CN([C@H](C)CO)C(=O)Cc2cc(NS(C)(=O)=O)ccc2O[C@H]1CN(C)Cc1ccc(C(F)(F)F)cc1
13: C[C@@H]1CN([C@H](C)CO)C(=O)c2cccc(NC(=O)c3ccc(-c4nccs4)cc3)c2O[C@H]1CN(C)S(C)(=O)=O
14: COc1ccc(-c2ccc([C@@H]3[C@@H](CO)N4C(=O)CNC[C@@H]34)cc2)cc1
15: C[C@H]1CN([C@@H](C)CO)C(=O)c2cc(C#Cc3ccccn3)cnc2O[C@H]1CN(C)Cc1ccncc1

compound no.	11	12	13	14	15
KDM4C inh	-0.3	1.0	-0.2	-1.1	3.3
Pf Dd2 growth	24	8	-14	-9	11
T cruzi growth	.	52	-33	.	44
C diff growth	-1	2	-8	-9	-1

16: C[C@@H]1CN([C@H](C)CO)C(=O)Cc2cc(NC(=O)NC3CCCCC3)ccc2O[C@@H]1CN(C)Cc1ccc(Cl)c(Cl)c1
17: C[C@@H]1CN([C@H](C)CO)C(=O)c2cccc(NC(=O)c3cnccn3)c2O[C@H]1CN(C)Cc1ccc2c(c1)OCO2
18: C[C@H]1CN([C@@H](C)CO)C(=O)c2ccccc2-c2ccccc2CO[C@@H]1CN(C)S(=O)(=O)c1ccc(F)cc1
19: CO[C@H]1CN(C)C(=O)c2ccc(NC(=O)NC(C)C)cc2OC[C@@H](C)N(C(=O)CC2CC2)C[C@H]1C
20: C[C@@H]1CN([C@@H](C)CO)C(=O)c2cc(NS(=O)(=O)c3cccs3)ccc2O[C@@H](C)CCCCO[C@@H]1CN(C)Cc1ccc(C(=O)O)cc1

compound no.	16	17	18	19	20
KDM4C inh	-2.3	0.5	1.0	0.7	0.9
Pf Dd2 growth	-3	-5	17	31	-19
T cruzi growth	75	48	26	0	-144
C diff growth	20	-3	.	-3	-1

21: COc1ccccc1NC(=O)N(C)C[C@@H]1Oc2ncc(C#CCN(C)C)cc2C(=O)N([C@H](C)CO)C[C@@H]1C
22: O=C(c1ccncc1)N1CC(=O)N2[C@H](CO)[C@@H](c3ccc(-c4cccnc4)cc3)[C@@H]2C1
23: COc1ccccc1NC(=O)N1C[C@@H]2[C@H](c3ccccc31)[C@H](CO)N2C(C)=O
24: COc1ccc(NC(=O)N2CCCCN3[C@H](CO)[C@H](c4ccc(-c5ccccc5C)cc4)[C@@H]3C2)cc1
25: CO[C@@H]1CN(C)C(=O)c2cc(NS(=O)(=O)c3cccc(C)c3)ccc2OC[C@H](C)NC[C@H]1C

compound no.	21	22	23	24	25
KDM4C inh	4.1	1.3	0.5	-1.0	0.6
Pf Dd2 growth	19	5	14	-19	19
T cruzi growth	-32	.	-4	66	-11
C diff growth	-1	0	3	-5	.

26: C[C@H](CO)N1C[C@H](C)[C@@H](CN(C)Cc2ccc3c(c2)OCO3)Oc2ncc(C#CCN(C)C)cc2C1=O
27: CNC[C@@H]1Oc2cc(C#C[C@@H](C)O)ccc2S(=O)(=O)N([C@@H](C)CO)C[C@H]1C
28: CO[C@@H]1CN(C)C(=O)c2cc(NC(=O)c3nc4ccccc4s3)ccc2OC[C@H](C)N(Cc2cncnc2)C[C@H]1C
29: COc1ccc(NC(=O)N(C)C[C@@H]2OCCCC[C@@H](C)Oc3ccc(NC(=O)NC4CCCCC4)cc3C(=O)N([C@H](C)CO)C[C@@H]2C)cc1
30: C[C@H]1CN([C@@H](C)CO)C(=O)Cc2cc(NC(=O)C3CC3)ccc2O[C@H]1CN(C)C(=O)Nc1cccc2ccccc12

compound no.	26	27	28	29	30
KDM4C inh	1.1	1.3	-0.9	-0.3	2.1
Pf Dd2 growth	-29	-69	-2	28	-17
T cruzi growth	-42	4	-11	-8	-2
C diff growth	.	-5	.	-3	-4

31: CN1C(=O)c2cc(NC(=O)c3ccc(F)c(F)c3)ccc2OC[C@H]2O[C@H](CC(=O)N[C@H]3CCN(Cc4ccccc4)C3)CC[C@H]21
32: O=C(NCc1cc(F)cc(F)c1)[C@@H]1[C@@H](CO)[C@@H]2Cn3c(cccc3=O)[C@H]1N2C(=O)c1cnccn1
33: CN1c2ccc(-c3ccccc3)cc2[C@@H]2[C@@H](CCN2C(=O)c2ccccn2)[C@H]1CO
34: C[C@H](NC(=O)C[C@H]1C=C[C@@H](NC(=O)CN2CCOCC2)[C@H](CO)O1)c1ccccc1
35: COc1ccc(NC(=O)Nc2ccc3c(c2)C(=O)N([C@@H](C)CO)C[C@H](C)[C@@H](CN(C)C)OCCCC[C@@H](C)O3)cc1

compound no.	31	32	33	34	35
KDM4C inh	-1.5	-18	13	-0.3	-0.7
Pf Dd2 growth	.	.	13	17	14
T cruzi growth	102*	64	105*	50	91
C diff growth	1	5	54	.	0

36: Cc1ccccc1NC(=O)Nc1ccc2c(c1)C(=O)N(C)[C@H]1CC[C@@H](CC(=O)O)O[C@@H]1CO2
37: COc1ccc(NC(=O)Nc2cccc3c2O[C@@H](CN(C)C(=O)Nc2ccc(C(F)(F)F)cc2)[C@H](C)CN([C@H](C)CO)C3=O)cc1
38: CO[C@H]1CN(C)C(=O)c2cc(NC(=O)C3CC3)ccc2OC[C@H](C)N(C(=O)c2ccccn2)C[C@H]1C
39: O=C(Nc1ccc2c(c1)[C@H]1C[C@H](CC(=O)N3CCc4ccccc4C3)O[C@@H](CO)[C@H]1O2)NC1CCCC1
40: CO[C@H]1CN(C)C(=O)c2cc(NC(=O)NC3CCCCC3)ccc2OC[C@@H](C)N(C)C[C@@H]1C

compound no.	36	37	38	39	40
KDM4C inh	-0.9	-0.5	-1.2	2.9	1.6
Pf Dd2 growth	28	-10	.	-19	11
T cruzi growth	10	2	-35	.	30
C diff growth	8	0	.	-1	3

41: O=C(C[C@H]1CC[C@H](NC(=O)NC2CCCCC2)[C@@H](CO)O1)NCc1ccc(F)cc1
42: COc1ccc(S(=O)(=O)Nc2ccc3c(c2)C(=O)N([C@H](C)CO)C[C@@H](C)[C@@H](CN(C)S(=O)(=O)c2ccccc2)OCCCC[C@H](C)O3)cc1
43: C[C@@H]1CN([C@@H](C)CO)C(=O)c2cccc(NC(=O)Nc3ccc(C(F)(F)F)cc3)c2O[C@@H]1CN(C)Cc1ccc(C(=O)Nc2ccccc2N)cc1
44: C[C@H](CO)N1C[C@H](C)[C@H](CN(C)Cc2ccc(Oc3ccccc3)cc2)Oc2c(NS(=O)(=O)c3ccc(Cl)cc3)cccc2C1=O
45: COc1ccc(CN(C)C[C@@H]2OCCCC[C@@H](C)Oc3ccc(NC(=O)NC(C)C)cc3C(=O)N([C@@H](C)CO)C[C@@H]2C)cc1

compound no.	41	42	43	44	45
KDM4C inh	-0.1	-0.9	-0.4	-1.4	-0.9
Pf Dd2 growth	9	-68	-91*	-7	-23
T cruzi growth	.	.	.	100	44
C diff growth	6	-3	45	33	0

Reformatted as labelled records: part of the list above.
42) COc1ccc(S(=O)(=O)Nc2ccc3c(c2)C(=O)N([C@H](C)CO)C[C@@H](C)[C@@H](CN(C)S(=O)(=O)c2ccccc2)OCCCC[C@H](C)O3)cc1
  KDM4C inh: -0.9 | Pf Dd2 growth: -68 | T cruzi growth: . | C diff growth: -3

41) O=C(C[C@H]1CC[C@H](NC(=O)NC2CCCCC2)[C@@H](CO)O1)NCc1ccc(F)cc1
  KDM4C inh: -0.1 | Pf Dd2 growth: 9 | T cruzi growth: . | C diff growth: 6

45) COc1ccc(CN(C)C[C@@H]2OCCCC[C@@H](C)Oc3ccc(NC(=O)NC(C)C)cc3C(=O)N([C@@H](C)CO)C[C@@H]2C)cc1
  KDM4C inh: -0.9 | Pf Dd2 growth: -23 | T cruzi growth: 44 | C diff growth: 0

43) C[C@@H]1CN([C@@H](C)CO)C(=O)c2cccc(NC(=O)Nc3ccc(C(F)(F)F)cc3)c2O[C@@H]1CN(C)Cc1ccc(C(=O)Nc2ccccc2N)cc1
  KDM4C inh: -0.4 | Pf Dd2 growth: -91* | T cruzi growth: . | C diff growth: 45

(cont.)
46: C[C@@H]1CN([C@H](C)CO)C(=O)c2cc(-c3cccc(F)c3)cnc2O[C@H]1CN(C)S(=O)(=O)c1cccc(F)c1
47: CCC(=O)N[C@H]1C=C[C@H](CC(=O)NCC2CCCCC2)O[C@H]1CO
48: O=C(C[C@H]1C=C[C@@H](NS(=O)(=O)c2ccc(F)cc2)[C@@H](CO)O1)NCCc1ccncc1
49: C/C=C/c1ccc(C2[C@H]3CNC[C@@H]2N3Cc2cccc(C(F)(F)F)c2)cc1 (stereo partly specified)
50: O=C(C[C@H]1CC[C@H]2[C@@H](COC[C@H](O)CN2S(=O)(=O)c2cccc(Cl)c2)O1)N1CCOCC1

compound no.	46	47	48	49	50
KDM4C inh	0.4	0.6	-0.3	2.7	2.0
Pf Dd2 growth	-35	-20	16	-2	2
T cruzi growth	27	42	-20	.	84
C diff growth	.	.	-3	32	.

51: C[C@H]1CN([C@@H](C)CO)S(=O)(=O)c2ccc(C#Cc3ccccc3F)cc2O[C@@H]1CN(C)C
52: CNC(=O)C[C@H]1CC[C@H]2[C@H](COc3ccc(NC(=O)c4ccc(OC)cc4)cc3C(=O)N2C)O1
53: CC(C)NC(=O)N(C)C[C@H]1OCCCC[C@H](C)Oc2ccc(NS(C)(=O)=O)cc2C(=O)N([C@@H](C)CO)C[C@H]1C
54: COc1cccc(S(=O)(=O)N2CC[C@@H]3[C@H](CO)Nc4ccc(-c5ccc(C#N)cc5)cc4[C@@H]32)c1
55: C[C@@H]1CN([C@H](C)CO)C(=O)c2cccc(NS(C)(=O)=O)c2O[C@@H]1CN(C)C

compound no.	51	52	53	54	55
KDM4C inh	.	-2.0	-0.8	1.1	1.3
Pf Dd2 growth	3	3	6	12	-10
T cruzi growth	32	10	-12	14	0
C diff growth	7	1	.	-8	-1

56: O=C(Nc1ccc(Cl)cc1)N[C@H]1CC[C@H](CCn2cc(C3(O)CCCC3)nn2)O[C@@H]1CO
57: CN1CCN(C(=O)C[C@H]2C[C@H]3c4cc(NC(=O)Cc5ccncc5)ccc4O[C@H]3[C@@H](CO)O2)CC1
58: C[C@@H]1CCCCO[C@H](CN(C)S(=O)(=O)c2cn(C)cn2)[C@H](C)CN([C@H](C)CO)C(=O)c2cc(NC(=O)CCCN(C)C)ccc2O1
59: C[C@@H]1CN([C@@H](C)CO)C(=O)c2cc(C#CCN(C)C)cnc2O[C@H]1CN(C)Cc1ccc(-c2ccccc2)cc1
60: CO[C@@H]1CN(C)C(=O)c2cc(NC(=O)NC3CCCCC3)ccc2OC[C@H](C)N(C)C[C@H]1C
61: C[C@H]1CN([C@@H](C)CO)C(=O)c2cc(NC(=O)C3CCCCC3)ccc2O[C@H]1CN(C)Cc1ccc(C(=O)Nc2ccccc2N)cc1
62: CCCNC(=O)Nc1ccc2c(c1)C(=O)N(C)[C@@H]1CC[C@@H](CC(=O)NCCCN(C)C)O[C@H]1CO2

compound no.	56	57	58	59	60	61	62
KDM4C inh	0.8	12	5.9	2.9	0.0	9.9	0.3
Pf Dd2 growth	-49	25	21	-61	27	-34	-6
T cruzi growth	5	7	-9	102*	-5	79	29
C diff growth	.	.	-5	1&14	1	-5	-2

Compound activity: PubChem BioAssay, Broad Institute
